Assay outcomes deposited in PubChem by National Center for Advancing Translational Sciences (NCATS).
GAA glycogen – qHTS Assay for Inhibitors and Activators of Human alpha-Glucosidase Cleavage of Glycogen | Lysosomal alpha-glucosidase (Homo sapiens), P10253 | recombinant GAA, glycogen substrate, Amplex Red glucose oxidase fluorescence | Potency, µM (highest dose often 76.4 µM), without a hit: at the highest dose activity change, negative = inhibition, most hits filed as inhibitors | hit rate 0.38% among 300,000;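 further: 0% = full enzyme reaction and -100% = no-enzyme basal signal; the screen sought inhibitors and activators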
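qHTS, 1536-well; enzyme 4 nM final; cpd up to 77 uM; substrate bovine liver glycogen 30 ug; 50 mM citrate/phosphate pH 5.0, 0.01% Tween-20; 37 C, 40 min; Amplex Red detection 45 min RT; Hill fit → AC50.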
Tau fibril ThT – qHTS for Inhibitors of Tau Fibril Formation, Thioflavin T Binding; recombinant tau K18 P301L, heparin-induced fibrillization, ThT fluorescence; Potency, µM (top dose mostly 57.4 µM), for the others: top-dose activity, negative = inhibition, usual class: inhibitors; AID 1460, 2008; Microtubule-associated protein tau (Homo sapiens), P10636; hit rate 2.1% among 270,000; further: on the % scale 0 is the no-effect control and ±100 the full control effect; nearly all actives have a fitted effect of over 55% in size
Target sequence (P10636 561-689 P618L limits assumed): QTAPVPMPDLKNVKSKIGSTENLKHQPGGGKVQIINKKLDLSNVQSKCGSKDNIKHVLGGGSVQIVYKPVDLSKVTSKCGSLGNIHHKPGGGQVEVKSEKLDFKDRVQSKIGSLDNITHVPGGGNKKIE
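ThT emission at 510 nm, taken 1 hr after adding 30 uM dye, quantifies aggregates formed when 20 uM heparin acts on human tau K18 P301L for 6 hr at 37 C.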
HTT cytoprotect – qHTS Multiplex Assay to Identify Dual Action Probes in a Cell Model of Huntington: Cytoprotection (ATP) | AID 1471, 2008 | hit rate 0.14% among 230,000 | PC12 HTT-Q103 induced, cytoprotection, ATP luminescence, 40 h | Potency, µM (highest dose often 56.4 µM), inactives show cytoprotection (ATP increase), actives largely listed as activators;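 further: % of control where 0% means no effect; nearly all actives have a fitted effect of over 45% in size; toxic huntingtin expression switched on by the ecdysone agonist tebufenozide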
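Cells were plated at 1500 per well in phenol red-free DMEM with 5% equine and 5% calf serum. Tebufenozide (100 nM final) and compounds were added, then ATPlite reagent, and luminescence was read.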
Tau fluor counter – Counterscreen qHTS for Inhibitors of Tau Fibril Formation, Fluorescence Polarization. AID 1463, 2008. Potency, µM (series often up to 57.7 µM), for the others: at the highest dose activity change, negative = decrease. tau K18 P301L Alexa594 fluorescence, heparin fibrillization. hit rate 0.93% among 280,000; further: on the % scale 0 is the no-effect control and ±100 the full control effect; nearly all actives have a fitted effect of over 55% in size
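Human tau K18 P301L (15 uM unlabeled, 0.24 uM Alexa 594-labeled) in 100 mM sodium acetate pH 7 with 20 uM heparin, 6 hr at 37 C. ThT 30 uM added, 1 hr ambient; Alexa 594 FP and total fluorescence read at 555/632 nm.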
Tau FP inhib – qHTS for Inhibitors of Tau Fibril Formation, Fluorescence Polarization. Microtubule-associated protein tau (Homo sapiens), P10636. K18 P301L tau heparin fibrillization, Alexa594 FP, 6 h. Potency, µM (series often up to 57.7 µM), inactives show at the highest dose activity, negative = inhibition, actives largely listed as inhibitors. hit rate 0.39% among 280,000. AID 1468, 2008; further: on the % scale 0 is the no-effect control and ±100 the full control effect; nearly all actives have a fitted effect of over 55% in size
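Recombinant K18 P301L […], labeled with Alexa 594 at 0.24 uM over 15 uM unlabeled; heparin inducer 20 uM final; 37 C, 6 hr; FP endpoint.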
GLA spleen mod – qHTS Assay for Inhibitors and Activators of Human alpha-Galactosidase From Spleen Homogenate | Alpha-galactosidase A (Homo sapiens), P06280 | human spleen homogenate, 4MU-alpha-Gal fluorescence, 40 min | Potency, µM (highest dose often 80 µM), for inactives: at the top dose activity change, negative = inhibition, hits mostly inhibitors | hit rate 0.008% among 240,000;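 further: 0% = enzyme with vehicle and -100% = no enzyme basal signal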
Target sequence (P06280 32-429 limits assumed): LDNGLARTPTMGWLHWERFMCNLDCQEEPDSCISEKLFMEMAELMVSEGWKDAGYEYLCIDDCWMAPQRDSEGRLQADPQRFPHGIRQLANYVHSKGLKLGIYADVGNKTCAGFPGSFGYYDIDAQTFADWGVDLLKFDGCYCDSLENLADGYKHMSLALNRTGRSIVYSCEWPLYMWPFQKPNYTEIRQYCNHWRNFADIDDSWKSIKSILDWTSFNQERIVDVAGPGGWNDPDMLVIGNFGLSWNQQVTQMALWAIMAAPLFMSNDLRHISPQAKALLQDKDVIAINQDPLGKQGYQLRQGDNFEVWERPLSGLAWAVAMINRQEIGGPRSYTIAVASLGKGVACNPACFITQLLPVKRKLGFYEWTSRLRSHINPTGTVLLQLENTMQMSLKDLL
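qHTS titration in buffer at pH 5.0. Alpha-galactosidase activity in spleen homogenate was measured via 4-methylumbelliferone release from 1 mM fluorogenic substrate after 40 min at 37C and a pH 10 stop. AC50 came from Hill fits of control-normalized data.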
aGlu spleen mod – qHTS Assay for Inhibitors and Activators of Human alpha-Glucosidase From Spleen Homogenate; human spleen homogenate, 4-MU-alpha-glucoside fluorescence; hit rate 0.006% among 240,000; Lysosomal alpha-glucosidase (Homo sapiens), P10253; Potency, µM (doses to about 79.9 µM), for the others: top-dose activity change, negative = inhibition, actives largely listed as inhibitors;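 further: 0% = enzyme with vehicle and -100% = no enzyme basal signal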
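Enzyme source: human spleen homogenate, 1 ug/well. Buffer 50 mM citric acid/K phosphate pH 5.0, 0.01% Tween-20. 4-MU-alpha-glucoside 1 mM; 37 C x 40 min; NaOH/glycine stop; fluorescence.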
GAA inhib – qHTS Assay for Inhibitors of Human alpha-Glucosidase as a Potential Chaperone Treatment of Pompe Disease; Lysosomal alpha-glucosidase (Homo sapiens), P10253; Potency, µM (highest dose often 76.9 µM), inactives show at the highest dose activity change, negative = inhibition, usual class: inhibitors; purified human GAA, 4-MU-alpha-glucoside fluorescence; hit rate 0.005% among 200,000;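 further: plate controls were uninhibited enzyme wells for no effect and no-enzyme background for full effect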
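Fluorogenic assay: 4 nM human alpha-glucosidase with 400 uM 4-methylumbelliferyl-alpha-D-pyranoside in 50 mM citrate/phosphate, 0.005% Tween-20, pH 5.0, 20 min at room temperature. Compounds tested up to 77 uM; AC50 from Hill fits.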
Active calls of the source: *; ? = inconclusive; / = no result given; & = joins results of further samples; [ ] = dose if it differs, or a comment. The call rests on the fitted dose curve; in most records, active means well fitted curve in the direction sought with a large enough effect; inconclusive means small, poorly fitted or top-dose-only effect, or another doubt; inactive means no such curve, though single readings can be large; an effect the other way counts as inactive or inconclusive. Potency means the concentration at half of the fitted maximal effect. Rows were taken by chance; 3.3% or so of the library scored in one or more.

SMILES	GAA glycogen	Tau fibril ThT	HTT cytoprotect	Tau fluor counter	Tau FP inhib	GLA spleen mod	aGlu spleen mod	GAA inhib
Cc1cccc(N2CCN(c3ccc(N4C(=O)CCCC4=O)cc3[N+](=O)[O-])CC2)c1C	-4%	?	-8%[10 µM]	-2%	9%	-1%	5%	-7%
CC(=O)Nc1ccc(NC(=O)COC(=O)c2ccc(C)s2)cc1	-9%	-10%	7%[10 µM]	-9%	9%	6%	-3%	-2%
CC(=O)/C=C\C1[C@]2(C)CCCC(C)(C)C2CC[C@@]1(C)O (some centres not stated)	/	-3%	/	-7%	-4%	2%	-4%	/
Cc1ccc(-n2nc3c4c(cccc4c2=O)-c2ccccc2-3)cc1	7%	-9%	-18%	-12%	-5%	10%	-4%	?
Cc1ccc(S(=O)(=O)N2CCOCC2)cc1NC(=O)CNCc1ccccn1	-5%	-16%	5%[10 µM]	-9%	-7%	-2%	-6%	/
O=C(O)CN(c1ccccc1[N+](=O)[O-])S(=O)(=O)c1ccccc1	1%	8%	4%[10 µM]	17%	6%	-3%	-4%	-1%
O=C(CSc1nc2cc(Cl)ccc2s1)N1CCCc2ccccc21	-6%	-18%	-22%[10 µM]	-18%	-4%	-1%	-9%	-4%
O=C(c1cccc(OC2CCN(C3CCCC3)CC2)c1)N1CCCCCCC1	17%	-10%	18%[10 µM]	-14%	-6%	-3%	5%	3%
O=C(O)CCCCCN1C(=O)/C(=C\c2ccc(-c3ccc(Cl)cc3)o2)SC1=S	0%	/	-17%[10 µM]	-11%	8%	8%	4%	/
COc1ccc(N(CC(=O)Nc2c(C)n(C)n(-c3ccccc3)c2=O)S(=O)(=O)c2ccc(C)cc2)cc1	7%	-4%	20%[10 µM]	-4%	-1%	-4%	7%	-3%
COCCNC(=O)C(c1ccc(F)cc1)N(C(=O)CCC(=O)Nc1nccs1)c1cccc(C)c1 (configuration not stated)	5%	6%	?	0%	8%	-1%	-2%	?
CC1=C(C(=O)Nc2ccccc2)C(c2ccncc2)C(C#N)=C(SCC(=O)NC(C)C)N1 (configuration not stated)	-4%	-6%	3%[1.9 µM]	-10%	-4%	1%	-11%	-3%
COc1ccccc1NC(=O)c1sc2cccc(Cl)c2c1Cl	-9%[76.3 µM]	-6%	/	-3%	-1%	/	/	/
COc1ccc(CSc2nnnn2Cc2ccccc2)cc1OC	-11%	-8%	5%[10 µM]	-17%	-4%	-4%	-5%	1%
C=CCc1ccc(OCC(O)COCC)c(OC)c1 (configuration not stated)	5%	-16%	15%	-11%	0%	9%	5%	-4%
COc1cc(NC(=O)Nc2cccc(C(C)=O)c2)cc(OC)c1OC	-7%	-19%	-6%[10 µM]	?	?	7%	1%	1%
CCN(CC)c1ncccc1C(=O)NCc1cccs1	-12%	4%	0%	6%	1%	11%	9%	0%
Cc1ccc(NC(=O)C2(C)Cc3ccccc3C(=O)O2)c(C)c1 (configuration not stated)	15%[76.3 µM]	0%	/	0%	-2%	/	/	/
COc1cccc(C2CC(c3cccs3)=NN2C(=O)CSC2=NN3CCCC(=O)N=C3S2)c1OC (configuration not stated)	-9%	-1%	23%[10 µM]	3%	-1%	-3%	-6%	-1%
CCc1ccc(NC(=O)C2CCN(c3nn4c(=O)cc(C)nc4s3)CC2)cc1	16%[76.3 µM]	?	/	-8%	-7%	/	/	/
CCN1C(=O)Cc2cc(S(=O)(=O)N3CCOCC3)ccc21	-12%	-14%	-20%[0.074 µM]	-4%	-7%	9%	3%	?
O=C(NNC1=Nc2cc([N+](=O)[O-])ccc2OC1)c1ccccc1Cl	2%	-18%	15%[10 µM]	-24%	-3%	-3%	-7%	/
CCOC(=O)/C(C)=N/NC(=O)c1cccc([N+](=O)[O-])c1	-7%	-16%	-14%	-12%	1%	-9%	-8%	?
CN(C)CCOC(=O)COc1ccc(Cl)cc1	/	0%&-1%	?	-2%&-9%	-6%&-5%	-7%	-16%	/
O=C1CSCN1c1ccc(Cl)cc1	19%	-4%	-13%[1.9 µM]	0%	-6%	0%	1%	9%

3 compounds from above, arranged by molecular weight, ascending.
SMILES	GAA glycogen	Tau fibril ThT	HTT cytoprotect	Tau fluor counter	Tau FP inhib	GLA spleen mod	aGlu spleen mod	GAA inhib
COc1ccc(CSc2nnnn2Cc2ccccc2)cc1OC	-11%	-8%	5%[10 µM]	-17%	-4%	-4%	-5%	1%
O=C(CSc1nc2cc(Cl)ccc2s1)N1CCCc2ccccc21	-6%	-18%	-22%[10 µM]	-18%	-4%	-1%	-9%	-4%
COc1cccc(C2CC(c3cccs3)=NN2C(=O)CSC2=NN3CCCC(=O)N=C3S2)c1OC (configuration not stated)	-9%	-1%	23%[10 µM]	3%	-1%	-3%	-6%	-1%

Single records, as listed above.
Record of `COc1ccc(N(CC(=O)Nc2c(C)n(C)n(-c3ccccc3)c2=O)S(=O)(=O)c2ccc(C)cc2)cc1` = GAA glycogen: 7%; Tau fibril ThT: -4%; HTT cytoprotect: 20%[10 µM]; Tau fluor counter: -4%; Tau FP inhib: -1%; GLA spleen mod: -4%; aGlu spleen mod: 7%; GAA inhib: -3%
Record of `COc1ccc(CSc2nnnn2Cc2ccccc2)cc1OC` = GAA glycogen: -11%; Tau fibril ThT: -8%; HTT cytoprotect: 5%[10 µM]; Tau fluor counter: -17%; Tau FP inhib: -4%; GLA spleen mod: -4%; aGlu spleen mod: -5%; GAA inhib: 1%
Record of `C=CCc1ccc(OCC(O)COCC)c(OC)c1` (configuration not stated) = GAA glycogen: 5%; Tau fibril ThT: -16%; HTT cytoprotect: 15%; Tau fluor counter: -11%; Tau FP inhib: 0%; GLA spleen mod: 9%; aGlu spleen mod: 5%; GAA inhib: -4%

The listing continues.
SMILES	GAA glycogen	Tau fibril ThT	HTT cytoprotect	Tau fluor counter	Tau FP inhib	GLA spleen mod	aGlu spleen mod	GAA inhib
Cc1ccc(NC(=O)Cn2cc3c(n2)CCCC3)cc1Cl	-1%[76.3 µM]	0%	/	-13%	-3%	/	/	/
CC(C)(C)c1ccc(S(=O)(=O)NNC(=O)C2CCN(Cc3cccc(F)c3)CC2)cc1	-30%	-3%	-29%	-8%	0%	-4%	-3%	-3%
C/C(=N\NC(=O)c1ccc([N+](=O)[O-])cc1Cl)c1ccccc1	-11%	?	13%[10 µM]	-18%	2%	10%	-4%	4%
CCOC(=O)/C(C#N)=C/c1cccc(F)c1	1%	?	-33%	-11%	-7%	2%	-5%	5%
CCn1c2c(c(=N)c3c1CCC3)CCC2	11%	7%	0%[10 µM]	12%	-3%	-4%	-2%	1%
COc1cccc(N(C(=O)Cn2nnc(-c3ccc(F)cc3)n2)C(C(=O)NCC2CCCO2)c2ccc(Cl)cc2)c1 (configuration not stated)	-6%	1%	4%[10 µM]	0%	8%	2%	8%	?
Cc1ccc(S(=O)(=O)N2C(=O)CCC2C(=O)Nn2cnnc2)cc1 (configuration not stated)	4%	-12%	4%	-13%	-7%	2%	2%	-3%
CCc1ccc(CNC(=O)C2CCN(c3nnc(-n4c(C)ccc4C)s3)CC2)cc1	-11%[76.3 µM]	?	/	-8%	-15%	/	/	/
CCOc1ccc(N2C(=O)CC(NCCc3ccncc3)C2=O)cc1 (configuration not stated)	-2%	-16%	-3%	-9%	-4%	1%	4%	-12%
CC(NS(=O)(=O)c1ccccc1)C(=O)Nc1nccs1 (configuration not stated)	-5%	-17%	4%	-12%	-6%	6%	-2%	4%
CC(=O)NC1CCN(C(=O)N2CCCC2)CC1	0%	0%	-11%	12%	3%	0%	0%	1%
CCCC(=O)N1CC(=O)Nc2ccc(Cl)cc2C1c1ccccc1 (configuration not stated)	9%[76.3 µM]	1%	/	-4%	-3%	/	/	/
CCOC(=O)C1CCN(CCC(=O)Nc2ccc(Br)c(C)c2)CC1	3%&-17%[76.3 µM]	2%	/	1%	8%	/	/	/
CCOc1cc(/C=C2\N=C(SCC)SC2=O)cc([N+](=O)[O-])c1OC(C)=O	-20%	4µM*	-3%	?	-10%	-4%	-12%	1%
O=C(O)C1CCCCC1C(=O)Nc1ccccc1Nc1ccccc1 (configuration not stated)	-11%	?	1%	0%	9%	-4%	-3%	-11%
CN(CC(=O)N1CCCC1)S(=O)(=O)c1cc(Cl)ccc1Cl	-7%	-1%	32%[10 µM]	4%	1%	16%	11%	-13%
CC(=O)Nc1ccc(S(=O)(=O)NNC(=O)CCC(=O)Nc2cc(C)ccc2C)cc1	-3%	2%	/	-2%	-4%	2%	-9%	3%
COc1cccc(C(=O)N2CCN(Cc3ccc4c(c3)OCO4)CC2)c1OC	-1%	-4%	-4%	4%	2%	0%	5%	-2%
O=C(Nc1ccc(Br)cn1)c1coc(=O)c(Br)c1	2%	/	10%[10 µM]	-13%	0%	26%	5%	/
CCOC(=O)C1CCN(C(=O)/C(C)=C\c2ccccc2)CC1	10%	-9%	-46%[inhibitor]	-7%	1%	0%	6%	8%
N#Cc1cnn(Cc2ccccc2)c1N	-14%	3%	-6%[0.074 µM]	10%	-3%	1%	6%	-3%

In another format: results already given.
Second line of a record – GAA glycogen | Tau fibril ThT | HTT cytoprotect | Tau fluor counter | Tau FP inhib | GLA spleen mod | aGlu spleen mod | GAA inhib
- Cc1ccc(S(=O)(=O)N2C(=O)CCC2C(=O)Nn2cnnc2)cc1 (configuration not stated)
  4% | -12% | 4% | -13% | -7% | 2% | 2% | -3%
- CCc1ccc(CNC(=O)C2CCN(c3nnc(-n4c(C)ccc4C)s3)CC2)cc1
  -11%[76.3 µM] | ? | / | -8% | -15% | / | / | /
